# mHTT CaM bind = mHTT-calmodulin interaction abrogation. actives 3.6% (n = 190,000). AlphaScreen His-mHTT/GST-CaM binding, luminescence. inhibition, % at 15 µM;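 note: 0% = both proteins with DMSO and 100% = one protein alone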
# Pf apPOL inh = Pf-apPOL DNA polymerase inhibition; inhibition, % at 10 µM; Recombinant Pf-apPOL, molecular beacon fluorescence, 1.5 h; actives 0.25% (n = 210,000)
# Active calls of the source: *; . = no result given; & = joins results of further samples. Cut-off read from the data, not from the text of the source: active = inhibition above about 50%; inactive = the rest.
SMILES,mHTT CaM bind,Pf apPOL inh
CCc1c(O)c(-c2ccccc2)c(=O)n(-c2ccccc2)c1-c1ccccc1,.,2.2
CC(C)c1ccc(/C=C2/N=C(c3ccccc3)OC2=O)cc1,1.0,2.0
CN1C(=O)C(=O)C(=C(O)c2ccc(Cl)cc2)C1c1ccccc1F (stereo not drawn),-7.7,12.0
O=C(Cn1ccc2sccc2c1=O)NC1CCCCCC1,-6.5,-1.2
O=C(NC1CCCC1)c1ccc(-c2ccc(F)cc2)nc1,0.2,-2.2
COc1ccc(C2Nc3ccccc3-c3nnc(SC)nc3O2)cc1OC (stereo not drawn),2.0,-1.0
O=C(Nc1c2c(nn1-c1ccc(F)cc1)CS(=O)(=O)C2)c1cccs1,3.0,-3.7
CCC(C(=O)N1CC2(COC(C)(C)OC2)C1)c1ccccc1 (stereo not drawn),-4.6,-3.1
CC1(C)Cc2c(c(-c3ccccc3)nc3oc(C(=O)c4ccccc4)c(N)c23)CO1,-3.0,0.5
CC(C)(C)c1cc(C(=O)Oc2cccnc2)cc(C(=O)Oc2cccnc2)c1,.,1.0&-5.1
CCCSc1oc(-c2cccs2)nc1S(=O)(=O)c1ccccc1,-15.0,3.6
O=C(O)c1cc([N+](=O)[O-])ccc1N1CCN(CCO)CC1,-2.7,-2.1

# Three compounds from above, sorted by heavy-atom count, largest number first.
SMILES,mHTT CaM bind,Pf apPOL inh
COc1ccc(C2Nc3ccccc3-c3nnc(SC)nc3O2)cc1OC (stereo not drawn),2.0,-1.0
CCCSc1oc(-c2cccs2)nc1S(=O)(=O)c1ccccc1,-15.0,3.6
CC(C)c1ccc(/C=C2/N=C(c3ccccc3)OC2=O)cc1,1.0,2.0

# The listing continues.
SMILES,mHTT CaM bind,Pf apPOL inh
CCOc1cc(CN2CCN(Cc3ccc4c(c3)OCO4)CC2)ccc1OC,-1.3,-3.3
CCCNC(=O)NC1(C(F)(F)F)Oc2ccc(Cl)cc2O1 (stereo not drawn),-2.0,-1.8
CC(C)(C)c1csc(CN2CCN(C(=O)C3CC3)CC2)n1,-7.0,-10.2
Cc1cc(NC(=O)c2ccccc2[N+](=O)[O-])nc2c1c(=O)oc1ccccc12,16.0,8.7
CN(C)c1ccc(-c2cccc(C3CC=CC4C3C(=O)N(Cc3ccccc3)C4c3ccc4ccccc4c3)c2)cc1 (stereo not drawn),14.6,-3.8
Cc1ccc(CCNC(=O)C2CCCN(c3ncnc4c3nc3n4CCCCC3)C2)cc1 (stereo not drawn),-6.7,2.3
CC(Oc1ccc(Cl)cc1Cl)c1nc(-c2ccccn2)no1 (stereo not drawn),-15.0&-16.6,-1.5&-10.1
O=C(O)COc1ccc2c(c1)OC(=Cc1ccccc1Br)C2=O,3.8,4.4
COc1ccc(CN[C@@H]2CC[C@@]34CCCN3C(=O)CCC[C@H]4C2)cc1OC,2.6,-5.3
COc1ccc(C)cc1NC(=O)N1CC=C(c2cn(C(C)C)c3ncccc23)CC1,53.1*,-4.2
COc1cc(OC)cc(C(=O)Nc2nc3ccc(S(C)(=O)=O)cc3s2)c1,11.0,-3.8
CCC(=O)N1CCc2c(c(C(=O)NCc3ccc(Cl)cc3)nn2C)C1,81.4*,-7.6
COc1ccccc1C(=O)N1CCCC1c1cccc(F)c1 (stereo not drawn),9.7,-3.4
C=CCn1c(=N)n(CC(O)c2ccc(OCC)cc2)c2ccccc21 (stereo not drawn),-5.2,-0.8
Cn1c(C2CCN(C(=O)c3ccc(F)c(Cl)c3)C2)nc2cccnc21 (stereo not drawn),1.9,-0.8
O=C(Nc1cccc(C(F)(F)F)c1)NC1(c2ccccc2)CC1,-1.0,-0.5
CC(C(=O)Nc1cnc(-c2cccnc2)nc1)c1ccccc1 (stereo not drawn),-2.8,1.3
Cn1c(=O)c2c(nc(SCC(=O)O)n2Cc2cc3c(cc2Cl)OCO3)n(C)c1=O,-1.0&-1.2,-0.5&-1.6
COc1ccc(OC)c(/C=C2\C(=O)NC(=O)N(c3ccccc3F)C2=O)c1,10.0,-3.2
COc1cc(CN2CCN(Cc3ccc([N+](=O)[O-])cc3)CC2)cc(OC)c1,-10.1,3.2
CCc1ccccc1Cn1c(=O)oc2cccnc21,.,-8.2
COc1ccc(CC(=O)NCC2CCN(C(=O)c3cc4ccccc4o3)CC2)cc1OC,-3.3,-7.3
O=c1[nH]c(-c2ccc(Br)cc2)nc2ccccc12,-3.2,-4.2
COc1ccccc1/C=C1\CCC(C2CCCC2)C1=O (stereo not drawn),-27.0,4.0

# Four neighbouring compounds from above, quoted:
SMILES,mHTT CaM bind,Pf apPOL inh
C=CCn1c(=N)n(CC(O)c2ccc(OCC)cc2)c2ccccc21 (stereo not drawn),-5.2,-0.8
Cn1c(C2CCN(C(=O)c3ccc(F)c(Cl)c3)C2)nc2cccnc21 (stereo not drawn),1.9,-0.8
O=C(Nc1cccc(C(F)(F)F)c1)NC1(c2ccccc2)CC1,-1.0,-0.5
CC(C(=O)Nc1cnc(-c2cccnc2)nc1)c1ccccc1 (stereo not drawn),-2.8,1.3

# Next entries.
SMILES,mHTT CaM bind,Pf apPOL inh
COc1cc(C2NC(C(=O)O)CS2)ccc1OCC(N)=O (stereo not drawn),2.0,-9.5
COc1ccc2c(c1)CN(Cc1ccc3c(c1)OCO3)CO2,9.0,-8.0
O=C1CS(=O)(=O)N(Cc2ccccc2F)c2ccc(Br)cc21,10.4,-2.3
COc1ccccc1C(c1c(O)cc(C)n(Cc2ccco2)c1=O)N1CCN(C)CC1 (stereo not drawn),26.7,16.0
COc1ccc(OC)c(N2C(=O)Nc3cc(Cl)c(Cl)cc3N2O)c1,3.0,3.3
O=C(CN1C(=O)c2ccccc2C1=O)Nc1cc([N+](=O)[O-])ccc1Cl,14.0,-2.3
CCOc1ccc(/C=C2\N=C(c3ccc(C)c([N+](=O)[O-])c3)OC2=O)cc1,2.0,-4.1
CCCc1cc(NCCOC)n2c(nc3ccccc32)c1C#N,8.0,0.1
COC(=O)c1ccccc1NC(=O)C1CC(c2cc(OC)ccc2OC)=NO1 (stereo not drawn),-8.6,-2.3
CC1=C(C)CC(C(=O)Nc2ccc(C(N)=O)cc2)C(C(=O)O)C1 (stereo not drawn),-0.5,-6.0
C=CCSc1ncccc1C(=O)N1CCC2(CC1)OCCO2,-10.0,-73.3
Cc1nc(NCCNC(=O)Nc2ccc(C)c(F)c2)cc(N2CCOCC2)n1,-13.5,-9.0
Cc1cc2[nH]c(C(=O)Nc3cccc(Cl)c3F)c(CN3CCOCC3)c2s1,14.4,19.8
S=c1[nH]nc(-c2ccccc2)n1-c1ccccc1,-7.6,.
O=C(Nc1ccc2oc(-c3ccccc3)nc2c1)c1ccccc1I,-1.6,-4.1
Cc1ccc(-c2cnc(N3CCCC(C(=O)Nc4ccccc4)C3)nc2)cc1 (stereo not drawn),-7.2,2.3
CCOC(=O)Nc1ccc(S(=O)(=O)Nc2cc(C)on2)cc1,-2.8,-2.8
COc1cccc(CNC(=O)C2(C)CCCN(C(=O)CC(C)C)C2)c1 (stereo not drawn),-7.0,4.7
COc1ccccc1NC(=O)c1cc(S(=O)(=O)N2CCc3ccccc32)ccc1F,2.0,7.3
CCC(=O)N1CCCN(c2ccc(NC(=O)c3ccccc3Cl)cn2)CC1,-1.0,-2.2
O=C(NCc1ccccc1F)NC1CCCCC1,.,-5.4
COc1ccc(CCN2C(=O)CSC2=Nc2ccc(C(C)C)cc2)cc1OC,.,-18.7
Cc1onc(-c2ccccc2)c1NC(=O)N(Cc1ccccc1)C(C)C,.,-2.4
O=C(Cc1ccc(F)cc1)Nc1cc(-c2cccnc2)no1,-9.2,-1.8
CCC(=O)Oc1ccc2c(C)c(-c3ccc(OC)cc3)c(=O)oc2c1,-2.5,-7.7
COc1ccc(Cn2cc(CN(C)C3CN(Cc4cn(Cc5ccc(OC)cc5)nn4)S(=O)(=O)C3)nn2)cc1 (stereo not drawn),8.1,-2.3
O=C(CC1CS(=O)(=O)CC1CC(=O)NCc1ccccc1)NCc1ccccc1 (stereo not drawn),5.0,2.1
COC(=O)c1sc(OC)cc1OC(=O)c1cccs1,.,-12.6
CCCc1cc(-c2n[nH]c(COCC(=O)O)c2-c2nc3ccccc3s2)c(O)cc1O,-4.2,-10.9
O=C(c1ccc2ncnc(N3CCCCC3)c2c1)N1CCCC1,-7.1,-2.0
CC1=CC(C)(C)N(C(=O)CN2C(=O)c3cccc([N+](=O)[O-])c3C2=O)c2ccccc21,16.0&-1.4,8.3&-7.9
Cc1ccc(CNC(=O)C2CCCN(c3cc(=O)n(C)c(=O)n3C)C2)cc1 (stereo not drawn),-3.5,1.4
CCCC1=NN(c2ccc([N+](=O)[O-])cc2)C(=O)/C1=C/c1ccc(N(C)C)cc1,38.0,39.9
O=C(NCCCN1CCOCC1)C1CCCN(C(=O)c2cccc(C(F)(F)F)c2)C1 (stereo not drawn),26.5,-8.0
Cc1cccc(C)c1NC(=O)CCN1C(=O)C2C3CCC(C3)C2C1=O (stereo not drawn),1.9,-4.4
O=C(Nc1ccc(F)cc1)c1ccccc1N(Cc1ccccc1)S(=O)(=O)c1ccccc1,0.5,2.5
O=C(c1ccc(Cl)c(Cl)c1)c1cc2cc(Cl)ccc2o1,.,6.2
O=C(Nc1ccc2c(c1)OCCO2)c1nn(-c2ccc(Cl)cc2)c(=O)c2ccccc12,6.0,-2.0
Cc1cccc(NC(=O)CSc2nc3c(c(=O)n2Cc2ccccc2)SC(C)C3)c1 (stereo not drawn),13.0,-1.7
Cc1ccc(CCC(=O)Nc2c(C)cccc2C(=O)O)o1,-1.1,3.0
CC(C)NC(=O)N(C)Cc1ccsc1,-0.3,4.2
Cc1nc2sccn2c(=O)c1NC(=O)c1ccccc1Br,-7.3,1.2
CCOC(=O)N1CCN(Cc2cccc([N+](=O)[O-])c2)CC1,-6.0,-0.5
CC(C)Oc1ccc(C(O)=C2C(=O)C(=O)N(CCN(C)C)C2c2cccs2)cc1F (stereo not drawn),-6.4,-2.6
Brc1ccc(-c2cn3c(n2)SCC3)cc1,26.4,-4.3
Fc1ccc(C2=CC(c3ccc(Br)o3)n3ncnc3N2)cc1 (stereo not drawn),7.0,-1.4
CC(C)c1cccc(C(C)C)c1N1C(=O)c2ccc(O)cc2C1=O,.,4.6
Cc1ccccc1OCC(=O)N1CCCCC1,-5.2,0.5

# As entered above:
# CC(C)Oc1ccc(C(O)=C2C(=O)C(=O)N(CCN(C)C)C2c2cccs2)cc1F (stereo not drawn) – mHTT CaM bind: -6.4
# CC(C)NC(=O)N(C)Cc1ccsc1 – mHTT CaM bind: -0.3

# Later entries
SMILES,mHTT CaM bind,Pf apPOL inh
CCC(=O)N1CCN(c2nc3c(s2)c(C)nn3-c2ccccc2)CC1,25.4,-5.0
COc1ccc(C(O)CN2CCN(c3cccc(C)c3)CC2)cc1OC (stereo not drawn),2.1,-8.5
Cn1cccc1CN(C(=O)C1(c2cccs2)CCCC1)C1CC1,16.0,-4.7
CCC(CC)C(=O)Nc1cc(F)c2nc(N3CCOCC3)ccc2c1,2.6,2.4
CCOC(=O)c1cnn(-c2ccc(NS(=O)(=O)c3ccc(Cl)cc3)cc2)c1C(F)(F)F,.,-7.8
CCc1ccc(OCC(=O)Nc2ccc(OC)cc2OC)cc1,-9.3,-6.3
CCOc1ccccc1Oc1coc2cc(OC(=O)c3ccc([N+](=O)[O-])cc3)ccc2c1=O,0.8,-2.5
COc1ccc(-c2nc3ccc(Cl)cc3c(=O)o2)cc1OC,2.0,0.3
CC1=NN(c2ccc(Cl)c(Cl)c2)C(=O)/C1=C/c1ccc(C)c([N+](=O)[O-])c1,12.0,-0.1
O=C(CSc1ccc(Cl)cc1)Nc1ccc([N+](=O)[O-])cc1,-2.0,-7.1
COc1ccc2c(c1)N1CCN(Cc3ccc(F)cc3)CC1C(C(=O)NC(C)C)C2 (stereo not drawn),34.7,-3.2
N#C/C(=C\c1ccc([N+](=O)[O-])cc1)c1nc2ccccc2[nH]1,6.1,-0.4
O=C(Nc1ccc(F)cc1Cl)c1cnc2n(c1=O)CCS2,0.0,-2.3
N=c1c2c3c(sc2ncn1CCO)CCCC3,-1.8,5.2
c1ccc(CSc2nnnn2-c2ccccc2)cc1,-49.3,-3.8
CCOc1ccc2nc(C)cc(Nc3ccc(OCc4ccccc4Cl)cc3)c2c1,98.1*,-2.4
COc1ccc(C2CC(c3ccccc3)=NN2c2ccccc2)c(C(=O)O)c1OC (stereo not drawn),3.0,-0.8
CC(=O)N1c2ccc(S(=O)(=O)N(C)Cc3ccccc3)cc2CC1C (stereo not drawn),31.0,-1.6
CN(C(=O)C1CCCN(c2ncnc3c2nc2n3CCCCC2)C1)c1ccccc1 (stereo not drawn),18.0,3.6
CC1CCN(C(=O)C2CCN(c3cnc(N4CCCCC4)nc3)CC2)CC1,-2.8,-0.4
COc1ccc(OC)c(/C=C/C(=O)NCCc2nc3ccccc3[nH]2)c1,3.0,-2.4
CCN(CC)C(=O)CSc1nnc(NC(C)=O)s1,-5.1,3.3
COc1ccc(Cc2nnc(NC(=O)Nc3ccc(Cl)cc3Cl)s2)cc1OC,4.8,-5.2
CN(C)CC(O)C1CCOC(C)(C)C1 (stereo not drawn),1.0,-10.4
COc1ccccc1-c1cc(C(=O)Nc2cc(Cl)ccc2Cl)no1,3.0,-1.6
O=C(CSc1ccccc1)N1CCCCCC1,-1.7&-5.1,2.0&-2.7
Cc1cccc(-n2nc3c(c2NC(=O)C(=O)NCCC2=CCCCC2)CS(=O)(=O)C3)c1,19.9,-9.2
O=C(Nc1ccc(Cl)cc1Cl)c1ccc(Cl)cc1,15.2,-0.1

# Screening results: PubChem BioAssay, University of Kansas High Throughput Screening Laboratory
